Source: PubChem
ER stress surv – ER stress cell death inhibition | 48,000 compounds, 0.33% hits | AID 1010 | relative survival (cellular ATP), % at 15 µg/mL (by protocol) | CSM14.1 thapsigargin ER stress survival, ATP luminescence;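 active means survival measured by cellular ATP above 50% at 15 µg/ml in the first screen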;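 further: cell death triggered by about 15 µM thapsigargin; ATP read 24 h after thapsigargin was added; plate controls were thapsigargin with DMSO for no effect and DMSO without thapsigargin for full effect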
The depositor's hits bear a star. Some of the compounds tested. The share of hits here may be higher or lower than overall.

smiles	ER stress surv
COC(=O)/C(=C\C(=O)c1ccccc1)Nc1ccccc1	-7.4
Cc1cc(C)n(-c2cc(C)c3cccc([N+](=O)[O-])c3n2)n1	8.1
O=C(c1ccco1)n1nnc2ccccc21	1.6
CCCOn1nnc2ccc([N+](=O)[O-])cc21	9.5
CC(C)(C(=O)c1ccccc1)/[N+]([O-])=C/c1ccc(Br)cc1	1.3
Cc1ccc(C(=O)NCC(=O)c2ccc(-c3ccccc3)cc2)cc1	3.8
O=C(Nc1cccc(Cl)c1Cl)c1ccccc1[N+](=O)[O-]	0.8
COc1ccc(Cc2noc(COc3ccc4ccccc4c3)n2)cc1OC	1.0
N#C/C(=C\c1ccco1)C(=O)NCc1ccccc1	-1.5
Cc1ccc(C(=O)O/N=C(\N)c2ccccn2)cc1[N+](=O)[O-]	-0.1
COc1ccc(/C=C/C(=O)NCc2ccc(C)cc2)cc1OC	4.3
Cc1cc(C(=O)Nc2cccc3ccccc23)c(-c2ccccc2)o1	0.8
Fc1ccc(-c2nc(-c3ccc(C(F)(F)F)cc3)no2)cc1	1.1
CC(Oc1ccccc1)C(=O)Nc1ccccc1I (stereo unspecified)	6.1
O=S(=O)(c1ccccc1)N1CCN(C2CCCC2)CC1	0.7
CCOC(=O)/C(N=Nc1cc(C)ccc1OC)=C(/C)O	4.3
CCc1cc2c(N/N=C\c3ccc([N+](=O)[O-])o3)ncnc2s1	3.6
O=C1C(=O)N(c2ccccc2)C(c2ccccc2)/C1=C(\O)c1ccc(Br)cc1 (stereo unspecified)	2.1
CC(=O)Nc1ccc(S(=O)(=O)Nc2cccc(C(C)=O)c2)cc1	10.0
O=C1NC(=S)S/C1=C\c1ccc(-c2ccc(Cl)c(C(=O)O)c2)o1	1.6

Further results.
smiles	ER stress surv
O=C(CSc1ccccn1)N/N=C/c1ccc(Br)cc1	1.6
O=C(NCCOc1ccccc1F)c1ccc(Cl)cc1Cl	-2.7
CCOC(=O)C12CC3CC(C1)CC(C(=O)OCC)(C3)C2	1.4
Cc1ccc(/C(O)=C/C(=O)C(=O)O)cc1	-5.0
Cc1cccc(NC(=O)C(=O)NCCO)c1C	6.1
COc1ccc(S(=O)(=O)N2CCCC2)cc1OC	9.0
C=CCOc1ccc(C=C2C(=O)N(C)C(=O)N(C)C2=O)cc1OC	15.2
O=C(O)CN1C(=O)c2cccc3c(Br)ccc1c23	12.2
CC(C)(C)C1CCC2(CC1)NC(=S)N(c1ccccc1)N2 (stereo unspecified)	1.5
CC(=O)c1c(N2CCN(c3ccccc3)CC2)nc(=S)n(-c2ccccc2)c1C	-3.6
O=C1CCCC2=C1C(c1ccc(Br)cc1)Nc1ccc(C(=O)c3ccccc3)cc1N2 (stereo unspecified)	65.5*
O=C(CCc1ccccc1)Nc1ccc(Cc2ccncc2)cc1	2.4
Cc1ccc(C(=O)Nn2c(O)c(C3=c4cc(Br)ccc4=NC3=O)sc2=S)cc1	2.6
COn1c(=O)c(=O)n(OC)c2ccccc21	0.9
COC(=O)c1ccccc1NC(=O)CSC(N)=O	10.2
COc1ccc(Br)cc1C(=O)Nc1cc(C(F)(F)F)cc(C(F)(F)F)c1	2.4
CC(=O)c1cc(C(C)(C)C)c(O)c(C(C)(C)C)c1	-0.5
COc1ccc(NC2=Nc3cccc4cccc2c34)cc1	3.9
O=C(NCc1ccc2c(c1)OCO2)c1ccc(F)cc1	11.5
CC1=C(C(=O)Nc2ccc(Br)cc2)C(c2ccc(F)cc2)NC(=O)N1 (stereo unspecified)	0.9

More compounds:
smiles	ER stress surv
N#C/C(=C/c1ccc(-c2ccccc2C(=O)O)o1)C(=O)Nc1cccc(Br)c1	-2.5
CC(=O)c1cc(O)cc(S(=O)(=O)c2ccc(C)cc2)c1O	3.2
CCOC(=O)N1N=C(C)CC1(O)c1ccccc1 (stereo unspecified)	8.8
COc1ccc(CC(=O)N2N=C3CCCCCC3C2(O)C(F)(F)F)cc1 (stereo unspecified)	4.6
[O-][n+]1c2c(nc3c1-c1ccccc1C3O)CCCC2 (stereo unspecified)	18.0
COc1ccc(C2CC(C(F)(F)F)n3nc(C(=O)Nc4ccc(F)cc4F)c(Cl)c3N2)cc1OC (stereo unspecified)	5.0
Cc1cc(S(=O)(=O)N2CCCC2C(=O)O)c(C)cc1Cl (stereo unspecified)	2.9
Cc1c(Cl)cccc1NC1CS(=O)(=O)CC1O (stereo unspecified)	-1.0
Cn1c(=O)cc(NC2CCCCC2)[nH]c1=O	10.8
CCN(CC)CCCCOc1ccc(C)cc1Cl	-3.8
CC(=O)C1=C(O)C(=O)N(CCN(C)C)C1c1ccc(Br)cc1 (stereo unspecified)	6.0
O=C(N/N=C/c1ccco1)c1cc(-c2ccc3ccccc3c2)n[nH]1	1.1
Cc1ccc(-c2cc(NC(=O)COc3ccc(Cl)cc3Cl)n[nH]2)cc1	11.5
Cc1cc2ncn(CC(O)COc3ccc(Br)cc3)c2cc1C (stereo unspecified)	3.1
CC(C)CCNC(=O)c1ccc(Cl)cc1Cl	-20.7
COc1ccc(/C=N/N(C)C2=NS(=O)(=O)c3cc([N+](=O)[O-])ccc32)cc1Br	-0.6
Cc1ccc2nsnc2c1NC(=O)c1cc(I)ccc1Cl	-4.2
COC(=O)C1=CNC=C(C(=O)OC)C1c1cc(C)ccc1C	10.0
O=C(CCCOc1ccc(Cl)cc1Cl)Nc1nc(-c2ccc([N+](=O)[O-])cc2)cs1	2.0
COc1cc(/C=N/Nc2ccc3ccccc3n2)c([N+](=O)[O-])cc1OC	-1.6

Later entries.
smiles	ER stress surv
O=C(/C=C/c1cccc([N+](=O)[O-])c1)Nc1ccc2oc(-c3ccccc3)nc2c1	-0.2
Cc1ccc(C)c(OCCN2CCCC2)c1	-7.4
CCN(CC)CC#CCC(C(=O)c1ccccc1)C(=O)C(C)(C)OC (stereo unspecified)	-1.5
COc1cc([N+](=O)[O-])ccc1N1C(=O)C2C3C=CC(C3=C(C)C)C2C1=O (stereo unspecified)	-1.7
O=C(Nc1ccccn1)c1cc(S(=O)(=O)N2CCOCC2)ccc1Cl	7.6
CCOc1ccc(NC(=O)C(CC(=O)O)Cc2ccccc2)cc1 (stereo unspecified)	3.7
CC12CCC(C(=O)N(CN3CCCCC3)C1=O)C2(C)C (stereo unspecified)	7.6
CCOC(=O)c1ccc(N2NC(=O)/C(=C/c3ccccc3O)C2=O)cc1	17.8
Cc1ccc(NC(=O)C(=O)NC2CC2)c(C)c1	-1.8
CCOC(=O)c1cc(-c2ccccc2)oc1CN1CCOCC1	0.9
O=C(O)c1cc(Cl)ccc1NC(=O)C(c1ccccc1)c1ccccc1	1.9
CCCCc1ccc(/C=C2/C(=O)ON=C2c2ccccc2)s1	12.3
Oc1ccc(Cc2nc3ccccc3[nH]2)cc1	11.6
COc1ccc(C2NN=C(c3ccccc3)S2)c2ccccc12 (stereo unspecified)	-3.7
CC1=NN(C(=O)c2ccc([N+](=O)[O-])cc2)C(O)(C(F)(F)F)C1 (stereo unspecified)	-3.4
COC(=O)C1=C(C)NC(=O)NC1c1ccc(O)cc1 (stereo unspecified)	13.8
COc1ccc(C(NC(=O)c2ccccc2F)c2ccc(OC)c(OC)c2)cc1 (stereo unspecified)	-1.0
C=CCOc1cc(Br)c(/C=C2\C(=O)NC(=O)N(c3ccc(C)cc3)C2=O)cc1OC	-2.5
O=C(CN(c1ccc(F)cc1)S(=O)(=O)c1ccccc1)NCc1ccco1	6.6
Cc1ccc(C)c(NC(=O)C2CC(=O)N(c3ccc(Cl)cc3)C2)c1 (stereo unspecified)	-0.8

Other results follow.
smiles	ER stress surv
COc1ccc(/C=N/N(C)CCN(C)/N=C/c2ccc(OC)cc2)cc1	11.7
Cc1cc2nc(-c3cc(NC(=O)COc4ccccc4)ccc3O)oc2cc1C	5.3
COc1ccc(CCNC(=O)C(=O)N2CCCC2)cc1	-3.3
COc1cc(OC)cc(C(=O)Nc2c(C)cc(Br)cc2C)c1	2.8
CC(Oc1ccccc1)C(=O)Nc1ccccc1F (stereo unspecified)	2.0
Cc1ccc(OCCc2c(C)n[nH]c2C)c(Cl)c1	-5.1
Nc1ncc(Cc2ccccc2[N+](=O)[O-])s1	1.9
CC(C)C12CN3CC(C(C)C)(CN(C1)C3c1c(O)ccc3ccccc13)C2=O (stereo unspecified)	-5.1
CCOC(=O)CCN1C(=O)/C(=C/c2ccc(Cl)cc2Cl)SC1=S	5.4
O=C(CCCOc1ccccc1)Nc1ccc(Cl)c(Cl)c1	6.0
O=C(Nc1cccc2ccccc12)c1ccc(Br)o1	-4.4
Cc1ccc(-c2cc(-c3cc(C)ccc3O)[nH]n2)cc1	-18.6
CC(=O)c1ccc(NC(=O)CSCC(=O)Nc2ccccc2)cc1	7.1
O=C(O)CCCc1nc2ccccc2s1	-3.9
COCc1cc(CN2CCOCC2)c(O)c2ncccc12	0.9
O=S(=O)(c1ccc(Oc2ccccc2)cc1)N1CCCCC1	8.3
Cc1ccc(N(CC(=O)N2CCOCC2)S(=O)(=O)c2ccc(F)cc2)cc1	5.9
Cc1ccc(/C(O)=C2\C(=O)C(=O)N(c3ccc(O)cc3)C2c2ccccc2F)cc1 (stereo unspecified)	9.1
CCOc1ccc(NC(=S)NC(=O)c2ccccc2)c([N+](=O)[O-])c1	1.6
COc1ccc(OCCOCCOc2ccc(OC)cc2)cc1	2.1

Following part
smiles	ER stress surv
Cc1ccc(N(CC(=O)N/N=C/c2ccccc2O)S(=O)(=O)c2ccccc2)cc1	18.4
CN(C)/C=C1\N=C(c2ccccc2F)OC1=O	8.6
COc1ccc(N(CC(=O)Nc2cc(C)cc(C)c2)S(C)(=O)=O)cc1	3.6
C=CCc1cccc(/C=N/NC(=O)CSc2nc3ccccc3n2CC)c1O	14.2
Cc1cccc(N2C(=O)/C(=C/c3ccc(C(C)C)cc3)SC2=S)c1	6.7
CC(C)CC(=O)NC(NC(=S)Nc1cccc(Br)c1)C(Cl)(Cl)Cl (stereo unspecified)	2.2
CS(=O)(=O)N(CC(=O)Nc1ccc(Cl)c(Cl)c1)c1ccc(Cl)cc1	5.1
Cc1ccc(C(=O)N/C(=C\c2ccc(C(C)C)cc2)C(=O)NCCCN2CCOCC2)cc1	-2.8
N#Cc1c(NC(=O)CSc2ccccc2)sc2c1CCCC2	4.7
O=C(Nc1ccccc1OCC(F)(F)C(F)F)c1ccc(Cl)c([N+](=O)[O-])c1	-0.4
Cc1cc(/C=C2/C(=O)NC(=O)N(c3ccccc3)C2=O)c(C)n1-c1ccccc1	-2.5
Cc1[nH]nc(Nc2cccc(C(=O)O)c2)c1[N+](=O)[O-]	-1.3
COc1ccc(C(=O)Nc2cccc(C(=O)Nc3cccc(O)c3)c2)cc1	6.0
CCOC(=O)c1cccc(NC(=O)COc2ccc(OC)cc2)c1	2.9
CCCCNC(=O)c1nn2c(c1Cl)NC(c1ccccc1)CC2C(F)(F)F (stereo unspecified)	0.3
COc1ccc(NC(=O)c2ccc(F)cc2)cc1Cl	-3.0
COc1ccc(/C=C2/N=C(c3ccc(Br)cc3)OC2=O)cc1	-12.3
O=C1/C(=C/c2ccc(Cl)cc2Cl)SC(=S)N1c1ccc(Br)cc1	20.1
Cc1ccc(S(=O)(=O)Nc2c(C)c(Cl)c(O)c(Cl)c2C)cc1	6.4
CN(C)c1ccc(C2=NN(c3ccc(C=O)cc3)C(c3ccccc3)C2)cc1 (stereo unspecified)	10.3

Next structures:
smiles	ER stress surv
CCc1cc(C)cc(OCCOc2ccc(/C=N/n3cnnc3)cc2)c1	2.8
C=CCOc1cccc(/C=C/C(=O)c2ccc(C)cc2)c1	-3.2
Fc1cccc(-c2nc3ccccc3[nH]2)c1	-2.3
N/C(=N\OC(=O)c1ccc(Cl)cc1Cl)c1ccc(Br)cc1	1.8
Clc1ccc(C2=CSC3=NCCN23)cc1	-18.0
COc1cccc(OCCOc2ccc(/C=C3/SC(=S)N(c4ccccc4)C3=O)cc2OC)c1	16.7
O=C(Nc1ccccc1F)c1cncc(Br)c1	3.2
Cc1ccc(OCC(=O)Nc2sc3c(c2C(N)=O)CCC(C)C3)cc1C (stereo unspecified)	0.2
O=C1C(Nc2ccccc2)=CC(c2ccc3c(c2)OCO3)N1c1ccccc1 (stereo unspecified)	8.6
Cc1c(Cl)cccc1N=C1NC(=O)/C(=C/c2ccc(O)c([N+](=O)[O-])c2)S1	8.2
O=C(NCc1cccnc1)c1nn2c(c1Cl)NC(c1ccccc1)CC2C(F)(F)F (stereo unspecified)	-0.8
CCOC(=O)c1c(NC(=O)C2CCCCC2)sc(C(=O)Nc2ccccc2F)c1C	1.9
O=C1c2ccccc2NC(c2ccccc2F)N1c1ccc(Cl)cc1 (stereo unspecified)	-1.2
Brc1ccccc1OCCCCN1CCCC1	-8.2
COc1cc(Br)c(/C=C(\C#N)C(=O)NCc2ccco2)cc1OC	6.2
Cc1n[nH]c(=S)n(/N=C/c2ccc3c(c2)OCO3)c1=O	10.5
CN(C)c1ccc(C(=S)N2CCOCC2)cc1Br	0.8
O=C(Nc1ccc(F)c(Cl)c1)C1CC2CCC1C2 (stereo unspecified)	3.0
CN1CCN(NC(=S)Nc2ccc(F)cc2)CC1	2.1
O/N=C(/CSc1nc2ccccc2s1)c1ccccc1	5.6
